Anthrax LF prot = inhibitors of Bacillus anthracis lethal factor protease | inhibition, % at 10 µM | 0.12% of 360,000 active | P15917 | multiplex microsphere protease cleavage assay, LF; also: plate controls were buffer without enzyme for full effect and enzyme alone for no effect
TcdB GH inh = blocks C. difficile toxin B glycohydrolase activity; 0.24% of 350,000 active; TcdB glycohydrolase enzymatic assay, plate reader; AID 652162; P18177; inhibition, % at 9.99 µM; in the data active = inhibition above about 10%
Target sequence (P18177 whole entry, looked up): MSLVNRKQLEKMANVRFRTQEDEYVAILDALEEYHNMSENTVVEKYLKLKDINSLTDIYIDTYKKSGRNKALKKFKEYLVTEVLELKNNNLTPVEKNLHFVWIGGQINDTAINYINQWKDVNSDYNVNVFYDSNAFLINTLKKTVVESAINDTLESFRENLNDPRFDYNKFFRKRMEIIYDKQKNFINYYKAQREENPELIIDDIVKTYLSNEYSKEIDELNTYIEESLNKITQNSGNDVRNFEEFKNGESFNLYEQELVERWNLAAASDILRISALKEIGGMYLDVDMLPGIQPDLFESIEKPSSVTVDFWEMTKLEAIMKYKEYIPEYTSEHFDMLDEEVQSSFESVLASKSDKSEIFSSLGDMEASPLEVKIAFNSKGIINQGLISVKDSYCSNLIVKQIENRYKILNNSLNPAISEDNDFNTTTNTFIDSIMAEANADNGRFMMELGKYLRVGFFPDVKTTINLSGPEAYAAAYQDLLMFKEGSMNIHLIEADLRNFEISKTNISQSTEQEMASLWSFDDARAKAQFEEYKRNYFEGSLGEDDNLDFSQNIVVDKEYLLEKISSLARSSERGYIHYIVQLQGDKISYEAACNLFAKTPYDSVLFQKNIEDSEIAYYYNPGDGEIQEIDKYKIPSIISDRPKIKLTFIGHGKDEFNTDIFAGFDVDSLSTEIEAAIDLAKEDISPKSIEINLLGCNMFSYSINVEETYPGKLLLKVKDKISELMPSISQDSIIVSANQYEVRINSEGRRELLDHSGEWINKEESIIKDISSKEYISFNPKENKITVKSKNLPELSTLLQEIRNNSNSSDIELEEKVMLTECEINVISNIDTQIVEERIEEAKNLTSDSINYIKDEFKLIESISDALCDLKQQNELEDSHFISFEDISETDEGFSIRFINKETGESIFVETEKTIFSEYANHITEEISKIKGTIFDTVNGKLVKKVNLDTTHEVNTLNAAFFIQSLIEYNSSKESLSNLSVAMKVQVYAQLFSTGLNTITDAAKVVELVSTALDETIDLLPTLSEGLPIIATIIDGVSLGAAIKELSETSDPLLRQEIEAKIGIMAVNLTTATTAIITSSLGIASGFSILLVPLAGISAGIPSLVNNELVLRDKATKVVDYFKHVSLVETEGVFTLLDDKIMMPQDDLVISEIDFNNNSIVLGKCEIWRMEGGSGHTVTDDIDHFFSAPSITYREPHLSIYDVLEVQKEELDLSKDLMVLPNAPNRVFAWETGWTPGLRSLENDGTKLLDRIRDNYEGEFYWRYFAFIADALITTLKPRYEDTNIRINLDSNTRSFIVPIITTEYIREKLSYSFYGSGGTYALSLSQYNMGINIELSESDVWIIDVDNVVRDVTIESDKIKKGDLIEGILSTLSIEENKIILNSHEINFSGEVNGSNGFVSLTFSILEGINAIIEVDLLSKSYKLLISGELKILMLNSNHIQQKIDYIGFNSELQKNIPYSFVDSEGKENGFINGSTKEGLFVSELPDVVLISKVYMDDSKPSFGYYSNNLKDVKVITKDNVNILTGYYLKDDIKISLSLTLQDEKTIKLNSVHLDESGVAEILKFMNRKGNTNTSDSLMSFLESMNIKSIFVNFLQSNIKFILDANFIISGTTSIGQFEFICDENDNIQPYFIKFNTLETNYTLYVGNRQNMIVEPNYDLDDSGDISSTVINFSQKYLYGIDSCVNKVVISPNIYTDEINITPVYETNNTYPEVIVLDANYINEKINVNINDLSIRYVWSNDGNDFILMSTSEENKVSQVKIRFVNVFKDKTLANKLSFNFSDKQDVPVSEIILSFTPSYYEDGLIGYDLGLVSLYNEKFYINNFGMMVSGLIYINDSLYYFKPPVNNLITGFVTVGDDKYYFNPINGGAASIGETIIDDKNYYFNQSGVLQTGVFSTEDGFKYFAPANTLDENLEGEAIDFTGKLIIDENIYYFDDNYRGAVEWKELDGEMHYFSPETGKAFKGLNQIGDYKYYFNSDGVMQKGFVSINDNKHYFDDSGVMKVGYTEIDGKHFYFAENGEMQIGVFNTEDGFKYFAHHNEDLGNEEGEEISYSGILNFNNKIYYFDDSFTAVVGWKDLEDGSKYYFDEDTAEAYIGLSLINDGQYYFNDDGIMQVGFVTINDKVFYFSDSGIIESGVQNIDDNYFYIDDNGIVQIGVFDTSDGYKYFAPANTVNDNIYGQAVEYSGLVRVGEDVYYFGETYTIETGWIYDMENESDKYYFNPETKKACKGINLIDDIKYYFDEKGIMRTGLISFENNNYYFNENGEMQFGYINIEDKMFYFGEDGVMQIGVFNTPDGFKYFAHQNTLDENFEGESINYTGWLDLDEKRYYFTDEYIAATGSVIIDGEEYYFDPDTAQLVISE
PfHsp40 yeast = rescue of PfHsp40-mediated yeast toxicity; S. cerevisiae expressing PfHsp40, growth rescue, ATP luminescence; AID 504582; growth rescue, % at 12.5 µM; 0.68% of 340,000 active; in the data active = growth rescue above about 28%, passing the limit was not always enough; inconclusive = no clear call, values can overlap the other calls;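 also: yeast W303a lacking pdr1 and pdr3 grown in galactose medium; growth measured after three days at 30 °C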
Yp Topo-I inh = inhibitors of Yersinia pestis topoisomerase I. activity, % at 10 µM. Y. pestis Topo-I cleavage product accumulation, plate reader. 0.064% of 360,000 active. AID 504884; in the data active = activity above about 50%, passing the limit was not always enough; inconclusive = no clear call, values can overlap the other calls; also: inactives centre near 2
BoNT A protease = inhibitors of Botulinum neurotoxin A light chain protease; AID 588499; multiplex microsphere protease substrate cleavage, flow cytometry; 0.17% of 360,000 active; inhibition, % at 10 µM; also: plate controls were buffer without enzyme for full effect and enzyme alone for no effect
PrPC surface inh = cell surface PrPC inhibition, primary TR-FRET screen; P04156; TR-FRET read-out; inhibition, % at 13.8 µM; 0.43% of 370,000 active; in the data active = inhibition above about 24%; also: 0% = median of the test wells and 100% = reference compound wells
PriA SSB inh = K. pneumoniae PriA-SSBct interaction inhibition. AlphaScreen SSBct-PriA binding, biotinylated peptide. inhibition, % at 33 µM. 0.6% of 430,000 active; in the data active = inhibition mostly above about 37%, no sharp cut-off; inactive = mostly below about 20%;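 also: plate controls were negative control peptide for no effect and reference peptide for full effect; strong numbers were not always called active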
3CLpro inhibitor = SARS-CoV 3CLpro protease inhibition | recombinant SARS-CoV 3CLpro, quenched FRET peptide cleavage | P0C6X7 | AID 1706 | 0.14% of 290,000 active | inhibition, % at 6 µM; in the data active = inhibition above about 12%
Vc quorum ag = inducers of Vibrio cholerae quorum light production without autoinducers; V. cholerae BH1578 lux reporter, luminescence, 6 h; activation, % at 18.7 µM; 0.16% of 350,000 active; in the data active = activation mostly above about 9.7%, no sharp cut-off; inconclusive = no clear call, values can overlap the other calls; inactive = mostly below about 3.7%; also: not every result past the cut was called active; inactives centre near 0; reference of the scale not given here
Active calls of the source: *; i = inactive; ? = inconclusive; . = no result given; & = joins results of further samples; ! = a repeat was not active. Rule as the data show it, unless noted: active = inhibition above about 30%; inconclusive = no clear call, values can overlap the other calls; inactive = below that. Only part of the results is shown; count on the stated rates, not on these rows.

SMILES	Anthrax LF prot	TcdB GH inh	PfHsp40 yeast	Yp Topo-I inh	BoNT A protease	PrPC surface inh	PriA SSB inh	3CLpro inhibitor	Vc quorum ag
O=C(NNC(=O)c1ccc(Br)s1)c1cccc(S(=O)(=O)N2CCCC2)c1	-2.9	0.6	-0.5	4.9	3.1	6.9	-10.8	.	-2.1
COc1cccc(C2C(C(=O)NCc3ccccc3)=C(C)Nc3ncnn32)c1 (stereo unspecified)	-5.0	.	-1.2	3.7	-0.6	-1.7	-6.0	-1.2	-0.7
Cc1ccc2c(c1)C1CN(C)CCC1N2S(=O)(=O)c1cc(C(F)(F)F)ccc1Cl (stereo unspecified)	-2.2	1.8	-0.8	6.8	0.2	-4.7	-15.6	.	-2.5
COC(=O)[C@H](Cc1ccccc1)NC(=O)[C@@H]1C[C@H]1[C@@H](NC(=O)OCc1ccccc1)c1ccccc1	-0.4	-1.5	0.2	13.6	0.8	0.5	-12.0	2.8	-3.0
CS(=O)(=O)N1CCc2cc(S(=O)(=O)NCCNS(=O)(=O)c3ccc4c(c3)CCN4S(C)(=O)=O)ccc21	9.3	1.0	1.1	6.8	-0.9	-4.6	-19.0	1.2	-0.3
COc1ccc(CCNC(=O)c2c(C)nn(-c3ccccc3)c2Cl)cc1	-2.6	0.7	3.4	27.1	-1.0	5.2	-6.4	4.0	-0.6
Cc1cc(C)cc(Cn2cc(CN3CC(N4CCN(CCO)CC4)CS3(=O)=O)nn2)c1 (stereo unspecified)	1.8	3.2	.	.	-0.2	-0.7	.	.	.
O=C1CCCc2c1cnc1ncnn21	-0.6	0.3	-0.3	2.4	-0.4	-0.9	-3.2	-0.1	-0.6
Cc1ccc(Cl)cc1NC(=O)C1CC1c1ccccc1 (stereo unspecified)	8.1	0.2	-1.9	-13.8	-0.7	9.8	1.6	-3.2	i
Cc1ccc(C2NC(=O)c3ccccc3N2)c(C)c1 (stereo unspecified)	2.9	1.7	-1.3	-1.2	-0.5	8.1	-24.2	.	11.1
COc1ccc(-c2nc(-c3ccccc3)[nH]c(=O)c2C#N)cc1	-2.6	.	0.8	-1.5	0.5	3.9	-13.4	3.7	-0.3
COc1ccccc1CC(=O)NCCc1ccc(S(N)(=O)=O)cc1	-9.7	.	-0.2	-0.4	0.8	-0.3	-3.4	1.4	-16.7
CCOC1=C2[C@@H](CN(S(=O)(=O)c3ccc(C)cc3)[C@H]2c2ccccc2F)[C@H]2C(=O)NC(=O)[C@H]2C1	0.5	-0.2	.	.	-1.0	1.3	.	.	.
CC(Oc1ccc(F)cc1)C(=O)N(Cc1ccccc1)c1c(N)n(Cc2ccccc2)c(=O)[nH]c1=O (stereo unspecified)	?	-1.0	0.1	2.1	?	5.0	-7.2	.	i
CCN(CC)C(=O)CSc1nnc2cc(C)c3ccccc3n12	-2.4	0.9	0.4	-3.6	-1.2	-2.0	-1.8	1.4	0.3
COc1ccc(N(CC(=O)Nc2cccc(SC)c2)S(C)(=O)=O)cc1	.	.	-1.4	4.0	.	-0.8	-11.7	1.5	3.3
CC1CCc2c(C(=O)Oc3cccc(-n4cnnn4)c3)csc2C1 (stereo unspecified)	-4.2	.	13.9	-7.8	0.1	3.0	-6.4	3.1	-0.5
Cn1c(CNC(=O)c2ccc3c(c2)OCO3)nnc1SCC(=O)Nc1ccccc1Cl	-1.4	-0.3	1.0	-0.1	0.7	1.5	-19.9	-1.2	-0.3
CS(=O)(=O)N1CCC(C(=O)NCc2ccc(Cl)cc2)CC1	9.2	0.3	-1.0	-0.1	0.1	3.7	-3.8	-4.9	-0.4
COc1ccc(S(=O)(=O)Oc2cc(C(=S)N3CCOCC3)ccc2OC)cc1	-2.6	1.6	-0.1	1.6	0.0	4.5	3.0	-2.7	-1.4
CCN1CCC(Nc2ccnc3cc(Cl)ccc23)CC1	4.2	0.5	-1.8	-1.2	-6.2	-13.4	-5.4	1.0	-5.6
O=C(O)C1=NOC(CNC(=O)c2ccccc2Cl)C1 (stereo unspecified)	4.4	1.3	-1.1	4.8	-1.6	-0.6	-13.8	-0.2	-0.2
O=C(CCc1ccc(S(=O)(=O)N2CCOCC2)cc1)OCC(=O)c1ccccc1	-1.1	1.0	-0.1	12.5	-0.4	-2.3	-3.7	.	i
CN(C)c1nc(N/N=C\c2ccc(Cl)c([N+](=O)[O-])c2)nc(Nc2ccc(F)cc2)n1	-3.7	.	-0.6	0.5	-0.5	-3.8	.	0.8	i
Cc1cc(-c2ccccc2)nc(N(C)NC(=O)c2ccc(Cl)cc2)c1S(C)(=O)=O	0.6	.	1.0	0.3	0.2	8.8	0.1	6.0	-1.1
Later entries
SMILES	Anthrax LF prot	TcdB GH inh	PfHsp40 yeast	Yp Topo-I inh	BoNT A protease	PrPC surface inh	PriA SSB inh	3CLpro inhibitor	Vc quorum ag
CCOc1ccc(C(=O)NC(C(=O)NCCc2ccc(OC(F)F)cc2)C(C)C)cc1 (stereo unspecified)	-4.4	0.6	-1.8	-9.4	-2.2	-6.5	-1.4	-0.3	-0.3
COc1ccc(S(=O)(=O)N2CCCCC2)cc1NC(=O)COc1ccccc1	4.0	1.3	0.2	15.4	9.2	7.8	-8.5	.	i
COc1cc(C(C)=O)ccc1OCC(=O)Nc1ccccc1N1CCCC1	-2.9	1.1	1.4	16.0	-0.9	5.6	5.5	-2.1	-0.3
C=CCNc1nc(Cl)nc(Nc2ccccc2)n1	-3.5	-4.3	-0.8	7.7	0.0	10.6	4.2	-1.2	-0.2
CCOC(=O)C(=CNc1ccc(Cl)cn1)C(=O)OCC	6.5	0.6	-2.6	-1.1	0.4	-2.4	-23.9	1.8	0.0
O=C(Nc1ccccc1F)c1nc[nH]c1C(=O)NCc1ccccc1	-6.6	0.6	.	8.6	-0.3	8.0	.	.	-0.4
O=C(Nc1ccccc1)Nc1nnc(Cc2ccccc2F)s1	-1.8	1.8	0.3	-4.0	-0.6	9.8	-8.0	-3.8	-0.4
COc1ccc(C(=O)CC(=O)c2ccc(C)cc2)c(O)c1	4.2	0.4	0.2	-2.8	0.3	-5.4	-16.2	-3.9	-0.5
C=CCn1cc(-c2ccccc2)cc(C#N)c1=O	-2.7	.	-2.4	-7.6	-0.8	-10.3	-20.6	-2.7	i
CCOC(=O)CCNC(=O)N1CCCC(C(=O)c2ccccc2SC)C1 (stereo unspecified)	-3.1	0.4	-0.9	3.7	-1.3	-6.0	-7.9	-1.5	-3.7
Cc1nn(C(C)C)c(C)c1CN1CCC(C(=O)Nc2cccc(-c3cccc(F)c3)c2)CC1	1.5	-0.5	0.7	-6.0	-1.0	-20.4	-6.0	1.1	-0.1
Cc1ccc(S(=O)(=O)Nc2ccccc2CNc2ccccn2)cc1	0.4	3.1	-0.8	3.3	-0.5	0.2	-1.1	2.2	-0.5
CCCN(CCC)S(=O)(=O)c1ccc(C(=O)NCc2n[nH]c(=S)n2-c2ccc(Cl)c(Cl)c2)cc1	-1.2	1.8	0.4	-14.6	-0.1	-6.8	44.6*!	4.1	-0.2
CCOc1ccc2nc(NC(=O)CCC(=O)c3cccs3)sc2c1	-5.3	.	0.6	8.1	0.1	8.3	0.2	-1.8	-0.3
COc1cc(/C=C2\SC(=O)N(CCNC(=O)c3c(C)noc3C)C2=O)cc(OC)c1OC	3.9	0.4	-1.3	6.9	1.6	-16.8	1.0	.	.
COc1ccc(Cl)cc1C(=O)C1CCCN(Cc2cnc(C)s2)C1 (stereo unspecified)	-1.9	2.9	2.1	11.7	-0.3	-2.0	3.6	1.9	i
Cc1nnc(C)c2c(C)n(C(C)c3ccccc3)c(C)c12 (stereo unspecified)	-3.6	.	0.7	6.4	1.0	-1.5	2.3	-6.8	-0.6
COc1cccc(/C=C2\NC(=O)NC2=O)c1O	-5.4	-8.5	-0.9	4.7	1.1	-3.8	-7.7	2.7	-0.1
COc1cc(S(=O)(=O)N2CCOCC2)ccc1N	0.0	0.6	1.8	-0.3	1.3	-0.5	0.8&-3.0&2.0	-3.9	-0.5
O=C1/C(=C/c2ccc(O)c([N+](=O)[O-])c2)SC(=S)N1Cc1ccccc1	-1.0	1.0	0.3	-5.4	0.1	2.9	3.0	4.8	-0.5
S=C(c1ccc(-c2ccccc2)cc1)N1CCOCC1	-11.7	1.0	0.2	-10.7	0.7	-3.3	-13.0	-0.6	-0.2
CN(NC(=O)c1cccc(Cl)c1)c1nc(-c2ccccc2)nnc1C(F)(F)F	-2.3	.	-0.6	-1.9	-0.5	-3.4	-4.0	-9.6	-0.5
CCS(=O)(=O)N1Cc2ccccc2CC1C(=O)Nc1ccc(F)cc1 (stereo unspecified)	0.6	2.6	0.0	8.6	-0.8	5.6	-12.2	-1.3	i
Cc1ccc2c(c1)C(c1ccccc1)N(C(=O)c1ccc(F)cc1)CC(=O)N2 (stereo unspecified)	0.7	1.2	0.3	-1.1	-8.6	-10.7	-2.3	2.1	i
COc1cccc(-n2c(SCc3ccccn3)nc3c(c2=O)SCC3)c1	-5.2	3.6	62.5*	-1.6	-0.4	-0.1	8.6	-0.9	i

In the list so far, 5 have an aryl thioether with sulfur outside any ring.
SMILES	Anthrax LF prot	TcdB GH inh	PfHsp40 yeast	Yp Topo-I inh	BoNT A protease	PrPC surface inh	PriA SSB inh	3CLpro inhibitor	Vc quorum ag
CCN(CC)C(=O)CSc1nnc2cc(C)c3ccccc3n12	-2.4	0.9	0.4	-3.6	-1.2	-2.0	-1.8	1.4	0.3
COc1ccc(N(CC(=O)Nc2cccc(SC)c2)S(C)(=O)=O)cc1	.	.	-1.4	4.0	.	-0.8	-11.7	1.5	3.3
Cn1c(CNC(=O)c2ccc3c(c2)OCO3)nnc1SCC(=O)Nc1ccccc1Cl	-1.4	-0.3	1.0	-0.1	0.7	1.5	-19.9	-1.2	-0.3
CCOC(=O)CCNC(=O)N1CCCC(C(=O)c2ccccc2SC)C1 (stereo unspecified)	-3.1	0.4	-0.9	3.7	-1.3	-6.0	-7.9	-1.5	-3.7
COc1cccc(-n2c(SCc3ccccn3)nc3c(c2=O)SCC3)c1	-5.2	3.6	62.5*	-1.6	-0.4	-0.1	8.6	-0.9	i

Next results
SMILES	Anthrax LF prot	TcdB GH inh	PfHsp40 yeast	Yp Topo-I inh	BoNT A protease	PrPC surface inh	PriA SSB inh	3CLpro inhibitor	Vc quorum ag
CCOc1ccc(OCCCC(=O)Nc2nc3ccccc3[nH]2)cc1	-0.2	-0.4	-0.3	-0.9	0.2	-4.4	-11.0	-0.2	-0.2
CCN(CCO)Cc1csc2cc(C)ccc12	-1.3	2.3	0.8	-7.5	0.1	0.5	3.0	3.6	i
COc1ccc(C(C)=O)cc1CSc1nnc(Nc2ccc(C)cc2)s1	-4.3	3.4	1.6	14.3	0.4	12.6	-2.9	-3.5	-1.4
COCCNC(=O)C1CCCN(S(=O)(=O)c2cccc3nsnc23)C1 (stereo unspecified)	2.2	-6.7	0.6	-12.8	1.5	-26.5	3.2	-2.4	-5.3
O=C(NC(=S)Nc1ccccc1N1CCOCC1)c1ccc(-c2ccccc2F)o1	-25.2	1.3	21.6	12.5	-2.8	-3.9	2.7	3.8	-0.2
Cc1cc(OCC(=O)Nc2ccc(CCO)cc2)c2c(C)c(C)c(=O)oc2c1	-1.5	0.7	1.2	5.6	-3.4	1.0	6.8	-2.1	-0.7
Cc1ccc(S(=O)(=O)N2CCN(C(C)C(=O)N3CCCc4ccccc43)CC2)cc1 (stereo unspecified)	-2.7	.	-0.7	21.2	0.2	-2.8	-21.8	-4.0	3.4
COc1cc2c(cc1OC)C(C)N(C(=O)CCc1c[nH]c3ccccc13)CC2 (stereo unspecified)	-1.8	0.4	1.1	-1.6	-1.1	1.9	10.1	-0.3	0.8
CO/N=C/CC(=O)c1ccc(OC)cc1	0.2	1.1	-1.6	-5.6	0.4	-1.5	.	6.5	0.0
CCOC(=O)c1c(N)sn(-c2ccccc2)c1=S	2.6	.	0.2	-4.2	0.3	-17.9	1.9	-6.3	i
CN(c1cccc(NC(=O)c2ccccc2N(C)S(C)(=O)=O)c1)S(C)(=O)=O	2.6	.	-0.4	-4.5	0.9	2.8	-18.9	-1.3	i
Cc1ccc2c(c1)N(C(C)C(=O)NCc1cccs1)C(=O)CO2 (stereo unspecified)	-0.6	0.3	-1.0	-8.3	-3.2	7.3	-4.4	0.9	-0.4

Screens as filed in PubChem.
